TNAP act mid DEA – activates human TNAP at intermediate phosphate acceptor concentration; P05186; purified TNAP, CDP-star luminescence, 100 mM DEA, 30 min; hits give high values; scale: 0 levamisole-inhibited, 1 vehicle-only enzyme; activation factor at 20 µM; 64,000 tested, under 10 active; AID 813;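 active = activation factor of at least 2 at 20 µM, relative to controls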
PKA inh – inhibitors of human protein kinase A; P17612; inhibition, % at 6 µM; PKA Kemptide phosphorylation, Kinase-Glo ATP luminescence; 65,000 tested, 0.1% active;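 active = inhibition above the screen-wide mean inhibition plus 3 SD, cut at about 21% in these data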; note: many of its hits are not listed in these tables
HEK293 NFkB inh – inhibitors of the PMA/ionomycin-induced NF-kB reporter in HEK293 cells. inhibition, % at 3 µM. HEK-293 NF-kB luciferase reporter, luminescence. AID 465. 62,000 tested, 0.21% active;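 active = inhibition above the mean of all tested compounds plus 3 SD, cut at about 40% in these data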;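 note: 0% = stimulated DMSO wells and 100% = 10 µM reference inhibitor 5653914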
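Timing: 1 h pretreatment, 16 h stimulation, 37 °C; system: HEK-293 cells with stable firefly luciferase reporter driven by four HIV NF-kB elements; doses: 3 µM once, 0.30% DMSO; measured by: luciferase luminescence; control set: DMSO and 10 µM reference inhibitor; repeats: single test; reagent: PMA plus ionomycin mix as NF-kB-activating stimulus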
MMP13 inh – inhibitors of human MMP13. MMP-13 fTHP FRET cleavage, Mca fluorescence. 65,000 tested, 0.07% active. inhibition, % at 4 µM. AID 570. P45452;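 active = inhibition above the mean of compound-free control plate wells plus 3 SD, cut at about 14% in these data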;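 note: 0% = DMSO wells and 100% = wells with reference MMP-13 inhibitor after basal subtraction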
JNK3 inh – blocks human JNK3 kinase activity; purified JNK3 kinase activity, HTS; inhibition, % at 8 µM; 60,000 tested, 0.61% active; in the data active = inhibition above about 17%;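 note: 0% = DMSO and 100% = reference inhibitor; many of its hits are not listed in these tables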
Cdc25B inh – human M-phase inducer phosphatase 2 inhibition; P30305; recombinant Cdc25B, OMFP fluorescence Ex485/Em525; inhibition, %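 (compounds tested at 10 µM final in the well)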; 65,000 tested, 0.1% active; AID 368; in the data active = inhibition above about 50%
MKP-1 inh – blocks human MKP-1 phosphatase activity | P28562 | recombinant MKP-1, OMFP hydrolysis fluorescence | 65,000 tested, 0.15% active | inhibition, %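 (compounds tested at a single concentration somewhere between 10 and 100 µM)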 | AID 374;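 active = inhibition above about 50%, limit read from the data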;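 note: 0% = DMSO max control wells and 100% = wells with enzyme stopped by NaOH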
ROCK2 blocker – inhibitors of human Rho kinase 2; O75116; 60,000 tested, 0.35% active; inhibition, % at 6 µM; AID 604; purified ROCK2, Kinase-Glo ATP depletion luminescence;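 active = inhibition above the screen-wide mean inhibition plus 3 SD, cut at about 18% in these data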;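 note: plate controls were DMSO wells for no effect and Y-27632 control wells after no-enzyme background subtraction for full effect; many of its hits are not listed in these tables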
Target sequence (O75116 whole entry, looked up): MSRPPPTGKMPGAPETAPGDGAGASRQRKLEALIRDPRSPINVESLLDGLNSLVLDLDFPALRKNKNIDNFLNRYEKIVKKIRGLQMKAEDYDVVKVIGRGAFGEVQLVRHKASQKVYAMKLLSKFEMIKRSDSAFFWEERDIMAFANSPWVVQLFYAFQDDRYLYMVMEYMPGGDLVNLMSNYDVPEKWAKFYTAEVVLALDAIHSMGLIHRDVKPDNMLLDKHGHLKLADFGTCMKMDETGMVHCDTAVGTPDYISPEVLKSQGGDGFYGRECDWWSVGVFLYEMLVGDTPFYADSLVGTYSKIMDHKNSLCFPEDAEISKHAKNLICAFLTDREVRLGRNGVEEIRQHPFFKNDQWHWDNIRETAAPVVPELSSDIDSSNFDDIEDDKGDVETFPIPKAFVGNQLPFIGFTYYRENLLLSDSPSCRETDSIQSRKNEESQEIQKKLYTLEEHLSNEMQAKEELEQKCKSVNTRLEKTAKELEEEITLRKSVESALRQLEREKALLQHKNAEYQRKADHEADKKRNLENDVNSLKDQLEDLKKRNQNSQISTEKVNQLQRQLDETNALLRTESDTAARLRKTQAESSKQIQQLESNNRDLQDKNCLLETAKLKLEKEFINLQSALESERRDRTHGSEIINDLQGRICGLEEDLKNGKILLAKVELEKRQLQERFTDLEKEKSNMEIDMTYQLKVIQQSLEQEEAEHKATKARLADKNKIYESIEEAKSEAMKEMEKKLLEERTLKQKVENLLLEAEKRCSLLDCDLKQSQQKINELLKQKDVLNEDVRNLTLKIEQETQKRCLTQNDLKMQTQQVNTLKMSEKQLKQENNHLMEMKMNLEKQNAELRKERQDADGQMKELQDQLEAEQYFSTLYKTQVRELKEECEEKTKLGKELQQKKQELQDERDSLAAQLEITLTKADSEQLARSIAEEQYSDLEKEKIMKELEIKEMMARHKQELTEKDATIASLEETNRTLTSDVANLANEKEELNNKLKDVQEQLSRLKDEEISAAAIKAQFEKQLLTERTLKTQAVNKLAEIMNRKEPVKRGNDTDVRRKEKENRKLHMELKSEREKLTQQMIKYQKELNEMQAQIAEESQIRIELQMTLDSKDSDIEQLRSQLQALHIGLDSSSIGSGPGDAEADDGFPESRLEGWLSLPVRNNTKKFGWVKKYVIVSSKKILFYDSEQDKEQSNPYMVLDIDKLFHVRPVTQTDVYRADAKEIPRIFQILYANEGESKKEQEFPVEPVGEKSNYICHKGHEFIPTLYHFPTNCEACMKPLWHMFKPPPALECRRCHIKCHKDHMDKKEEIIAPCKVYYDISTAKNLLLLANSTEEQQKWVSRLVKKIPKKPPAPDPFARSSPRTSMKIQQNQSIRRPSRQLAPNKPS
Jurkat tox 60K – reduces viability or proliferation of Jurkat cells. Jurkat E6.1 viability, ATP luminescence, 48 h. inhibition, % at 4 µM. 56,000 tested, 1.2% active;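 active = inhibition above the mean inhibition of all tested compounds plus 3 SD, cut at about 28% in these data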
* = called active by the depositor; . = not tested or not shown.

SMILES	TNAP act mid DEA	PKA inh	HEK293 NFkB inh	MMP13 inh	JNK3 inh	Cdc25B inh	MKP-1 inh	ROCK2 blocker	Jurkat tox 60K
CN1C(=O)NC(c2ccc(O)cc2)C(C(=O)c2cccs2)C1(O)C(F)(F)F (configuration not stated)	0.8	10	12	-10	-3	-13	11	6	-5
C=CCN1C(=O)/C(=C2/Sc3ccccc3N2CCCS(=O)(=O)O)SC1=S	0.8	3	-8	16*	-8	-6	40	4	2
COc1cc(NC(=O)c2c(F)cccc2F)nc(OC)n1	0.9	-2	13	0	4	1	2	0	1
O=C(Nc1cccc(C(=O)N2CCOCC2)c1)c1cccnc1	0.9	6	2	-2	5	-3	-6	3	-2
Clc1ccc(OCc2cn3cccnc3n2)c2ncccc12	1	4	3	-18	6	-2	25	2	-6
CCOc1ccc(C2CC(c3ccc(F)cc3)Nc3nc(N)nn32)cc1 (configuration not stated)	0.9	-3	6	0	5	-9	5	4	6
Cc1ccc2c(c1)CCCN2C(=O)C1CCCO1 (configuration not stated)	0.9	6	4	1	3	1	10	3	-4
CCn1c(=O)cc(OCC(=O)Nc2cc(C)ccn2)c2ccccc21	0.9	8	-12	0	4	-9	25	4	2
O=S1(=O)CCC(S(=O)(=O)N2CCCCCC2)C1 (configuration not stated)	0.9	8	9	0	.	-8	-9	.	.
CCCC(c1nnnn1CCc1ccccc1)N1CCN(C2CCCC2)CC1 (configuration not stated)	0.9	-1	13	-9	-8	-21	27	4	-5
CC(C)(C)n1cnc2cc(NS(=O)(=O)c3ccc(Br)cc3)ccc21	0.8	5	.	4	6	31	4	-5	.
Cc1[nH]n(-c2ccccc2)c(=O)c1S(=O)(=O)c1ccccc1	0.9	8	21	3	.	-12	9	.	.
O=C(COc1ccccc1)NC1CCN(Cc2ccccc2)CC1	0.8	11	1	2	-1	-3	11	7	-4
COc1ccc(C2C(C(=O)NCC3CCCO3)CCC(=O)N2c2ccc3c(c2)OCO3)cc1 (configuration not stated)	1	6	8	1	.	-9	4	.	.
COc1cccc(C2NC(CC(C)C)(C(=O)O)C3C(=O)N(Cc4ccccc4)C(=O)C23)c1O (configuration not stated)	1	-10	22	3	-6	-8	-2	-4	4
CC(CN1CCCCC1)OC(=O)c1ccccc1Cl (configuration not stated)	1	-14	7	5	3	12	-19	-11	5
CCS(=O)(=O)c1ccc(O)c(N2C(=O)C3C4C=CC(C4)C3C2=O)c1 (configuration not stated)	0.9	9	-1	3	-2	-4	12	12	-6
O=C1CCC(=O)N1c1cccc(-c2nc3ccccc3o2)c1	0.9	8	8	-22	-1	-11	-9	-1	2
O=C(c1c(Cl)nc2sccn12)N1CCCc2ccccc21	0.9	3	9	-1	.	-11	5	.	.
CN1CCc2c(sc3c2C(=O)NC(c2cccc(OC(=O)c4cccs4)c2)N3)C1 (configuration not stated)	0.8	-8	2	-9	4	-1	-12	-2	1
COc1ccc(C(=O)c2coc3ccc(O)c(CN4CCOCC4)c23)cc1	1.1	6	8	0	6	3	-2	-3	-6
COC(=O)c1ccc(NC(=O)c2ccc3c(c2)OCO3)cc1	0.9	8	-28	3	0	-10	0	4	-2
COCCN(C(=O)C(C)C)c1nnc(-c2cccc(C)c2)s1	0.9	4	6	5	.	-13	5	.	.
CCN(CC)c1ncccc1C(=O)NCc1cccs1	1	-1	6	5	1	3	-6	2	0
COC(=O)c1cc(NC(=O)CN2CCOCC2)cc(C(=O)OC)c1	1	0	21	3	3	-4	4	1	-3

Part of the list above in order of SMILES length, lowest first.
SMILES	TNAP act mid DEA	PKA inh	HEK293 NFkB inh	MMP13 inh	JNK3 inh	Cdc25B inh	MKP-1 inh	ROCK2 blocker	Jurkat tox 60K
CC(CN1CCCCC1)OC(=O)c1ccccc1Cl (configuration not stated)	1	-14	7	5	3	12	-19	-11	5
O=S1(=O)CCC(S(=O)(=O)N2CCCCCC2)C1 (configuration not stated)	0.9	8	9	0	.	-8	-9	.	.
COc1cc(NC(=O)c2c(F)cccc2F)nc(OC)n1	0.9	-2	13	0	4	1	2	0	1
O=C(c1c(Cl)nc2sccn12)N1CCCc2ccccc21	0.9	3	9	-1	.	-11	5	.	.
COC(=O)c1ccc(NC(=O)c2ccc3c(c2)OCO3)cc1	0.9	8	-28	3	0	-10	0	4	-2
CCCC(c1nnnn1CCc1ccccc1)N1CCN(C2CCCC2)CC1 (configuration not stated)	0.9	-1	13	-9	-8	-21	27	4	-5
CCn1c(=O)cc(OCC(=O)Nc2cc(C)ccn2)c2ccccc21	0.9	8	-12	0	4	-9	25	4	2
CCOc1ccc(C2CC(c3ccc(F)cc3)Nc3nc(N)nn32)cc1 (configuration not stated)	0.9	-3	6	0	5	-9	5	4	6
Cc1[nH]n(-c2ccccc2)c(=O)c1S(=O)(=O)c1ccccc1	0.9	8	21	3	.	-12	9	.	.
COc1ccc(C(=O)c2coc3ccc(O)c(CN4CCOCC4)c23)cc1	1.1	6	8	0	6	3	-2	-3	-6
CC(C)(C)n1cnc2cc(NS(=O)(=O)c3ccc(Br)cc3)ccc21	0.8	5	.	4	6	31	4	-5	.
C=CCN1C(=O)/C(=C2/Sc3ccccc3N2CCCS(=O)(=O)O)SC1=S	0.8	3	-8	16*	-8	-6	40	4	2
CCS(=O)(=O)c1ccc(O)c(N2C(=O)C3C4C=CC(C4)C3C2=O)c1 (configuration not stated)	0.9	9	-1	3	-2	-4	12	12	-6
CN1C(=O)NC(c2ccc(O)cc2)C(C(=O)c2cccs2)C1(O)C(F)(F)F (configuration not stated)	0.8	10	12	-10	-3	-13	11	6	-5
COc1cccc(C2NC(CC(C)C)(C(=O)O)C3C(=O)N(Cc4ccccc4)C(=O)C23)c1O (configuration not stated)	1	-10	22	3	-6	-8	-2	-4	4

More compounds follow.
SMILES	TNAP act mid DEA	PKA inh	HEK293 NFkB inh	MMP13 inh	JNK3 inh	Cdc25B inh	MKP-1 inh	ROCK2 blocker	Jurkat tox 60K
Cc1ccccc1-c1nc(CN2CCC(C(=O)N3CCN(c4ccccn4)CC3)CC2)c(C)o1	1	10	-7	-21	4	-31	-9	4	-1
COc1ccccc1NC(=O)C1CC(=O)OC1c1ccccc1 (configuration not stated)	0.9	4	7	4	3	2	-14	10	3
O=C(O)CSc1nnc(-c2cccs2)n1-c1ccc(Cl)cc1	1	7	7	-6	1	-6	2	7	-10
O=C(NCc1ccccn1)c1cc(S(=O)(=O)N2CCN(c3ccccc3)CC2)ccc1Cl	0.9	-2	20	-4	4	-2	25	-2	5
CC(=O)N1CCN(CC(=O)Nc2c(Cl)cc(Cl)cc2Cl)CC1	0.9	-2	4	4	-1	9	21	-11	19
CSc1ccccc1NC(=O)c1onc(C)c1Cl	0.9	7	2	8	1	-4	-6	4	-4
COc1ccc(Br)cc1C(=O)NCc1cccnc1	0.9	12	17	-1	-2	-21	-8	7	-9
COc1ccccc1C(c1nnnn1C(C)(C)C)N1CCN(C(=O)c2ccco2)CC1 (configuration not stated)	1	-2	-6	2	-1	1	25	-2	0
CCC(CC)C(=O)Nc1cccc(C(=O)NCc2ccco2)c1	0.9	0	22	-4	-2	1	0	0	12
O=C(CN1CCN(c2ccccc2)CC1)N1CCN(c2ccccc2)CC1	0.9	1	-2	-4	4	-3	-4	0	4
O=C(CCc1ccc(S(=O)(=O)N2CCOCC2)cc1)NCCc1ccccn1	1	-6	13	2	-6	2	11	-2	4
CCC1CCCCN1CCn1c(=S)[nH]c2cc(OC)c(OC)cc2c1=O (configuration not stated)	0.9	11	20	4	.	-16	-4	.	.
Cc1ccc2c(c1)N(CC(=O)NC1CCC(C)CC1)C(=O)CO2 (configuration not stated)	1	6	11	-8	-9	-11	8	8	-5
Cc1ccccc1-c1nc(CS(=O)CC(=O)NCCCN(C)c2ccccc2)c(C)o1 (configuration not stated)	0.9	-3	26	1	-2	-25	27	-1	9
CC(=O)Nc1c(O)nc(SCC(=O)Nc2nnc(CC(C)C)s2)[nH]c1=O	1	3	-6	0	1	-5	3	6	-5
COC(=O)C1OC2(OC1C(=O)OC)c1ccccc1-c1ccccc12 (configuration not stated)	0.9	4	-4	4	-4	-5	2	12	-4
Cc1cc(=O)n(CCO)c(O)c1C#N	0.9	4	14	-3	2	7	-9	0	1
Cc1c(C(=O)N2CCN(c3ccccc3F)CC2)sc2nc(-c3ccccc3)cn12	1	7	3	-3	7	-16	22	6	-4
CCOc1ccccc1N1C(=O)c2cccnc2C1=O	1	7	0	4	1	-13	7	3	-4
O=C(c1ccc(S(=O)(=O)N2CCCCC2)cc1)c1nnc(-c2ccc(Cl)cc2)o1	1	-2	16	2	.	-4	11	.	.
COc1cc(NC(=O)C2CCCCC2)c(OC)cc1NC(=O)CCC(=O)NCc1ccco1	1	12	14	3	3	3	-15	6	3
CC1CCN(c2ncnc3c2cnn3Cc2ccc(Cl)cc2)CC1	0.9	-2	.	-2	4	14	-21	4	.
CCCNC(=O)Cn1cnc2sc(C(=O)N3CCN(CCC)CC3)c(C)c2c1=O	1	11	-2	-8	0	3	-6	7	1
Cc1ccc(N2CC(C(=O)NCC3CCCO3)CC2=O)cc1Cl (configuration not stated)	0.9	-4	6	6	1	2	24	2	1
CC1(C)CC(=O)c2cc(OCC(=O)N3CCN(c4ccccc4F)CC3)ccc2O1	0.9	10	6	-24	-2	-2	7	3	0
Remaining list, next part
SMILES	TNAP act mid DEA	PKA inh	HEK293 NFkB inh	MMP13 inh	JNK3 inh	Cdc25B inh	MKP-1 inh	ROCK2 blocker	Jurkat tox 60K
CC(C)N(C(=O)CSc1nnnn1C1CCCC1)C(C)C	1	-2	6	0	1	3	-4	-1	1
C=C(C)Cn1c(CNC(C)=O)nc2ccccc21	0.9	6	-7	-13	2	-1	3	5	0
CC1(CCC#N)N=C(SCCC#N)N(c2ccccc2)C1=O (configuration not stated)	0.9	6	-3	-3	9	-13	7	6	0
Cc1cc(C)n2c(SCC(=O)Nc3ncc(C(F)(F)F)cc3Cl)nnc2n1	1	8	14	6	-2	1	13	6	-5
CC(C)C(OC(=O)c1ccco1)C(=O)NCc1ccccc1 (configuration not stated)	0.9	7	-5	8	2	-4	7	7	3
COc1cccc(C2=Nn3c(nnc3-c3ccccc3O)SC2)c1	1.1	8	0	4	-5	-8	4	6	1
Cc1nc(SCC(=O)N2CCOCC2)c2ccsc2n1	0.9	-4	21	-1	-2	5	24	-2	3
COc1ccccc1Cn1nnc2c(=O)[nH]c(C3CCN(C(=O)c4ccccc4Cl)CC3)nc21	0.9	7	12	4	-4	19	35	3	-5
CN1CCN(C(=O)c2cc3nc(-c4ccc(F)cc4)cc(C(F)(F)F)n3n2)CC1	0.9	13	16	0	-10	-6	10	5	-5
COc1ccccc1CNC(=O)C(C)NS(=O)(=O)c1ccc(C)cc1 (configuration not stated)	1	2	8	1	-6	-5	6	1	-4
COc1ccc(-c2c3c(nc4sc(C(=O)Nc5cc(C)on5)c(N)c24)CCC3)cc1	1	13	28	-16	4	-6	15	9	-11
CCCC(=O)Nc1nnc(-c2ccc(Cl)s2)o1	1	3	4	-2	-6	-12	-3	-5	6

Screening results deposited in PubChem by several laboratories.
